Menin MLL FP TR: menin-MLL binding inhibition, Texas Red mutant peptide. actives 0.23% (n = 270,000). Potency, µM (highest dose often 61.6 µM), without a hit: at the top dose FP activity change, negative = inhibition, hits mostly inhibitors. AID 1768. O00255. Menin + Texas Red MLL mutant peptide, fluorescence polarization; active means well fitted inhibition curve with a large enough effect in the polarisation, with a control signal flat, not every such curve was filed as active; inconclusive means small, poorly fitted or top-dose-only effect, or effect the other way, or a change in a side signal; inactive means no such curve, though single readings can be large or run the other way; the % refers to the polarisation; further: % of control where 0% means no effect; many of its hits are not listed in these tables
Target sequence (O00255 whole entry, looked up): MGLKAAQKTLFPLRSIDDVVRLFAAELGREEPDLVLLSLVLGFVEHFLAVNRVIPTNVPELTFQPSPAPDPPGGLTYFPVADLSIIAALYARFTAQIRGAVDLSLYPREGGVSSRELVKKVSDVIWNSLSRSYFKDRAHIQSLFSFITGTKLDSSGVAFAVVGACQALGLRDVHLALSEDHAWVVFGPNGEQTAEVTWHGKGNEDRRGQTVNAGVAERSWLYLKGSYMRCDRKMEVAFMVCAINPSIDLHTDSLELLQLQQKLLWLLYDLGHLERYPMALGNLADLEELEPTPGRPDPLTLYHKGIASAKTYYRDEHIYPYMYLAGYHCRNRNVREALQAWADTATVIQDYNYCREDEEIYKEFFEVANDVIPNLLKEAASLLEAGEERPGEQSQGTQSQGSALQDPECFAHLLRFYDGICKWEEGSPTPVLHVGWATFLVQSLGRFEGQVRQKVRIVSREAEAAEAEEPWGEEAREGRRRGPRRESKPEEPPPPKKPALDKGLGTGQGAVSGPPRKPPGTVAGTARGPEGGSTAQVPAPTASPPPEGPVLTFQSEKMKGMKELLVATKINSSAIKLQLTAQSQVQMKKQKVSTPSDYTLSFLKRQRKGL
VP16 counter: inhibits Gal4-VP16 luciferase reporter, ROR gamma counter-screen. Drosophila S2 Gal4-VP16 UAS-luciferase, luminescence, 20 h. Potency, µM (highest dose often 53.6 µM), without a hit: at the top dose activity, negative = inhibition, most hits filed as inhibitors. actives 3.5% (n = 310,000). AID 2546;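 further: Gal4-VP16 expression switched on by copper sulfate through the metallothionein promoter; on the % scale 0 is the no-effect control and ±100 the full control effect; nearly all actives have a fitted effect of over 50% in size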
RORg inh: inhibitors of mouse ROR gamma transcriptional activity. P51450. Drosophila S2 Gal4-RORgamma UAS-luciferase reporter, 20 h. Potency, µM (doses to about 53.6 µM), for inactives: top-dose activity change, negative = inhibition, hits mostly inhibitors. actives 5.4% (n = 310,000). AID 2551; further: on the % scale 0 is the no-effect control and ±100 the full control effect; nearly all actives have a fitted effect of over 60% in size
Target sequence (P51450 whole entry, looked up, the tested form may be a part): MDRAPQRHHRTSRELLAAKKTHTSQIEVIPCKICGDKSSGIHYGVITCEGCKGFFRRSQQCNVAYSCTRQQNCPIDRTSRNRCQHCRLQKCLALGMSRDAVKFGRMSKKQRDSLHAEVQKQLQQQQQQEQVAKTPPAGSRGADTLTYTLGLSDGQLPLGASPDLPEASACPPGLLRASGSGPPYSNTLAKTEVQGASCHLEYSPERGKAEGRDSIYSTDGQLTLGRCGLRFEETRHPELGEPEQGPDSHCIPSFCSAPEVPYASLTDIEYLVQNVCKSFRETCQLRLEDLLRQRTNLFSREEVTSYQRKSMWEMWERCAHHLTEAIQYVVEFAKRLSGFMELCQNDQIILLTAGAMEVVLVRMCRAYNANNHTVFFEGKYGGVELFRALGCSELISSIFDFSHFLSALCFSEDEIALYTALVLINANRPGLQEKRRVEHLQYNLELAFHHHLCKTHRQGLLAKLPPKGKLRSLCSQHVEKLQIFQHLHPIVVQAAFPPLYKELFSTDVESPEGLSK
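Using a luciferase readout, inhibitors were identified by reduced reporter activity in Drosophila cells coexpressing a copper-inducible Gal4–ROR gamma fusion and UAS-driven Photinus luciferase, incubated 20 hr after 700 uM copper sulfate.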
The depositor's hits bear a star; ? = inconclusive; & = joins results of further samples; [ ] = another dose, or the depositor's remark. Unless noted, the call rests on the fitted dose curve; in most records, active means well fitted curve in the direction sought with a large enough effect; inconclusive means small, poorly fitted or top-dose-only effect, or another doubt; inactive means no such curve, though single readings can be large; an effect the other way counts as inactive or inconclusive. Potency means the concentration at half of the fitted maximal effect. Not all compounds are listed (hit frequency here may not be typical).

Screens in order – Menin MLL FP TR, VP16 counter, RORg inh
CCOC(=O)OCC1OC(c2ccccc2)C=CC1Oc1cccc(N(C)C)c1 (configuration not stated)
→ -5%[11.7 µM], 7%[10 µM], 17%[10 µM]
CC(=O)NCCNc1ccnc(-c2ccccc2C)n1
→ 14%, -22%, 3%
C=CCOC(=O)NC(CC(=Nc1ccc(OC)cc1)C(=O)OC)c1ccccc1 (configuration not stated)
→ -3%, 0%, 34%
COc1ccc(-n2c(=O)c(-c3ccccc3)nc3cnc(N4CCOCC4)nc32)cc1
→ 10%, -3%, -76%
Cc1ccccc1-c1nc(N(C)C)c2ccccc2n1
→ -2%, 12%, -13%
Cc1cnc(CNc2ncnc3ccc(-c4ccc(C(=O)N(C)C)cc4)cc23)cn1
→ ?, -20%, -10%
C[C@H]1COC(=O)[C@H]2CCCN2C(=O)[C@@H](C)COC(=O)[C@H](Cc2ccccc2)NC1=O
→ -4%[11.7 µM], 7%[10 µM], 3%[10 µM]
CN(C)Cc1ccccc1-c1nc(N2CCOCC2)c2ccccc2n1
→ -10%, 15%, -10%
CC(=O)NCCNc1nc(-c2c(C)noc2C)nc2ccccc12
→ 16%, 17%, -30%
O=C(c1cccc(F)c1)N1CCC2(CC1)CN(c1ccccn1)C2
→ -3%, 7%, 3%
COc1cccc2c1OC(=O)CC2c1ccc(C)cc1 (configuration not stated)
→ -7%[94.6 µM], 3%[96.6 µM], 40%[96.6 µM]
CC(O)CN(CCN(CC(C)O)CC(C)O)CC(C)O (configuration not stated)
→ -4%, 1%, 3%
Cc1ccccc1-c1nc(NCc2cccnc2)c2ccccc2n1
→ 14%, ?, -40%
COC(=O)c1csc(C(=O)c2c[nH]c3ccccc23)n1
→ ?, 6%&10%, 15%&17%
Cc1cnc(CNc2ccnc(-c3ccc(N(C)C)cc3)n2)cn1
→ 11%, 8%, 16%
Cc1noc(C)c1-c1ccc2ncnc(NCc3ccc(-c4ccccc4)cc3)c2c1
→ 8%, 1%, ?
N#Cc1ccc(CN2CCC3(CC2)CCN(C(=O)c2csnn2)CC3)cc1
→ 13%, -9%, -7%
C=CCOC(=O)C(C(C)=O)C(NC(=O)OC)c1ccc(F)cc1 (configuration not stated)
→ 7%[11.7 µM], -4%[10 µM], 1%[10 µM]
CN(C)c1ncc2nc(CCc3ccccc3)c(=O)n(Cc3ccc(F)cc3)c2n1
→ 0%, 2%, -12%
COc1cc(OC)c([C@@H]2O[C@H](CO)[C@@H](O)[C@H](O)[C@H]2O)c(OC)c1
→ 2%, -4%, 21%
C=CCC1C=CC(OC(=O)OCC)C(COC(=O)OCC)O1 (configuration not stated)
→ 3%[11.7 µM], -4%[10 µM], 0%[10 µM]
CC(=O)N(C[C@@H](C)C(=O)O)c1c(I)cc(I)c(N)c1I
→ -3%[24.8 µM], 6%[17 µM], 14%[2.98 µM]
C=C[C@@]1(C)C[C@H](OC(=O)CSC(C)(C)CNC(=O)[C@@H](N)C(C)C)[C@@]2(C)C(C)CC[C@@]3(CCC(=O)[C@@H]32)[C@H](C)[C@H]1O (some centres not stated)
→ -5%, -3%, -1%
NCCCCCCNS(=O)(=O)c1ccc2c(Cl)cccc2c1
→ -11%[24.8 µM], 28µM*, ?
COc1cc(C/C=C/c2ccccc2)c(OC)cc1O
→ 0%, -14%, ?
c1ccc2c(N3CCNCC3)nc(-c3ccoc3)nc2c1
→ -9%, -6%, 15%
CC1(C)O[C@H]2C[C@@H]3[C@H]4CCC5=CC(=O)C=C[C@]5(C)[C@@]4(F)[C@@H](O)C[C@]3(C)[C@]2(C(=O)CO)O1
→ -21%, -17%, 11%
COCCn1c(=O)c(-c2cn(C)c3ccccc23)nc2cnc(N3CCNCC3)nc21
→ -4%, -3%, -21%
CN1CCc2cc3c(cc2C(=O)Cc2ccc4c(c2C1)OCO4)OCO3
→ 5%[24.8 µM], -7%, -17%
COC(=O)[C@H](COC(C)(C)C)NC(=O)O[C@@H]1Cc2cc(OC)ccc2O[C@H]1c1cccc(OC)c1
→ -10%, -3%, 10%

Whole records from above. Order of values: Menin MLL FP TR | VP16 counter | RORg inh
`COc1cc(C/C=C/c2ccccc2)c(OC)cc1O` reads 0% | -14% | ?
`CCOC(=O)OCC1OC(c2ccccc2)C=CC1Oc1cccc(N(C)C)c1` (configuration not stated) reads -5%[11.7 µM] | 7%[10 µM] | 17%[10 µM]

Remaining list, next part
Screens in order – Menin MLL FP TR, VP16 counter, RORg inh
COc1ccc(C#CC2C=CC(Oc3cc(C)cc(C)c3)C(CO)O2)cc1 (configuration not stated)
→ 8%[11.7 µM], -4%[10 µM], 3%[10 µM]
O=S(=O)(c1ccccc1)N1CCC2(CC1)CN(C(c1ccccc1)c1ccccc1)C2
→ 8%, -10%, 11%
O=c1c(-c2cc(F)cc(F)c2)nc2cnc(N3CCNCC3)nc2n1CCc1ccccc1
→ 19%, -5%, 1%
O=C(Nc1ccccc1)N1CCC2(CC1)CCN(C(=O)c1ccco1)CC2
→ -19%, ?, 17%
Cc1noc(C)c1-c1nc(NCCN2CCOCC2)c2ccccc2n1
→ 0%, 6%, -41%
O=S(=O)(c1ccccc1)N1CCC2(CCCN(C(c3ccccc3)c3ccccc3)C2)CC1
→ 0%, -4%, -13%
CCC(=O)NC[C@H](Cc1ccc(OCCc2nc(-c3ccccc3)oc2C)cc1)N/C(C)=C\C(=O)c1ccc(C(F)(F)F)cc1
→ 9%, -22%, ?
COc1ccc(CNc2ncncc2-c2c(C)noc2C)c(OC)c1
→ -21%, -5%, -21%
O=c1[nH]c2cc(Cl)c(O)cc2o1
→ 14%, -1%, 40%
Clc1ccccc1-c1nccc(NCCN2CCOCC2)n1
→ -5%, -12%, 7%
COCC(=O)N1CCC2(CC1)CN(C(=O)Nc1ccc(OC)cc1)C2
→ 2%, 12%, -33%
Cc1c(C)c2c(c(C)c1O)CCC(C)(CCCC(C)CCCC(C)CCCC(C)C)O2 (configuration not stated)
→ -9%&-3%, 4%&1%, -7%&10%
COCCn1c(=O)c(-c2ccc(OC)cc2)nc2cnc(N3CCNCC3)nc21
→ 3%, -16%, -18%
COc1ccc(/C=C/C(=O)c2cc(O)ccc2O)cc1
→ 52%[activator], 0%, ?
CC1C(=O)OC2C(O)C34C5CC(C(C)(C)C)C36C(OC(=O)C6O)OC4(C(=O)O5)C12O (configuration not stated)
→ -1%[24.8 µM], -12%, -1%
C[C@H](NCCC(c1ccccc1)c1ccccc1)c1ccccc1
→ -12%[24.8 µM], -5%[17 µM], -19%[16.9 µM]
CCc1c2c(nc3ccc(O)cc13)-c1cc3c(c(=O)n1C2)COC(=O)[C@]3(O)CC
→ -16%, ?, -27%
COc1ccc(C(=O)N2CCC[C@@]3(CCN(Cc4ccncc4)C3)C2)cc1
→ 3%, 0%, 4%
OCCCc1ccccc1
→ -2%, -1%, 0%
COCCn1c(=O)c(-c2ccc(OC)cc2)nc2cnc(N3CCOCC3)nc21
→ -4%, -2%, -6%
CC(=O)N1CCC[C@@]2(CCN(Cc3cc(C(F)(F)F)cc(C(F)(F)F)c3)C2)C1
→ -2%, -13%, 1%
CC(C)C(=O)OCC(=O)[C@@]12OC(C3CCCCC3)O[C@@H]1CC1C3CCC4=CC(=O)C=C[C@]4(C)C3[C@@H](O)C[C@@]12C (some centres not stated)
→ 3%, 0%, ?
FC(F)(F)c1cc(NC(=S)Nc2ccc3ccccc3c2)cc(C(F)(F)F)c1
→ 14%, 14µM*, ?
CN1CCN(c2ncc3nc(-c4ccccc4)c(=O)n(Cc4ccc(F)cc4)c3n2)CC1
→ 18%, -19%, 5%
COc1cccc(Cn2c(=O)c(C)nc3cnc(N4CCN(C)CC4)nc32)c1
→ 1%, 3%, -16%
O=C(c1ccncc1)N1CCC2(CC1)CN(c1ccccc1)C2
→ -14%, 12%, 0%
COc1ccccc1-c1nccc(NCc2cccnc2)n1
→ -11%, -10%, 15%
COC(=O)CN1C(=O)[C@@H]2[C@H](C1=O)[C@@H]1CC(C(=O)OC)=C[C@@H](C(=O)OC)C3C1=C(C(=O)C31CCCCC1)[C@@H]2C (some centres not stated)
→ -4%, -25%, 36%
COC(=O)C1=C[C@@H](C(=O)OC)C2C3=C(C(=O)[C@]2(C)NC(=O)c2ccccc2)[C@H](C)[C@@H]2C(=O)N(C)C(=O)[C@@H]2[C@@H]3C1 (some centres not stated)
→ 1%, 0%, -18%
CC12C=C(/C=C/CCc3ccco3)C(C)(C1)C(CCc1ccco1)CC2=O (configuration not stated)
→ -25%[11.7 µM], -4%[10 µM], 8%[10 µM]
CCCC[C@@H]1CN2[C@H](c3ccc(Br)cc3)[C@@H](C)CC[C@H]2C(=O)O1
→ -7%[11.7 µM], 3%[10 µM], -11%[10 µM]
Cc1noc(C)c1C(=O)N1CCC2(CC1)CCN(c1ccncc1)CC2
→ -3%, 10%, -15%
O=C(NCc1ccccc1)[C@]1(C(F)(F)F)C[C@H](CCC2CCCCC2)CCCO1
→ -1%, 7%, -19%
CC1(C)C(=O)C=C[C@]2(C)C1CC(=O)[C@]1(C)C2CC[C@@]2(C)C(c3ccoc3)OC(=O)C3O[C@@]321 (some centres not stated)
→ 30%, 5%, ?
CS(=O)(=O)N1CCC2(CC1)CN(c1ncccn1)C2
→ -5%, 10%, -15%
Cc1noc(C)c1C(=O)N1CCC[C@@]2(CCN(Cc3ccc(C#N)cc3)C2)C1
→ -15%, 11%, 5%
CSCC[C@H](N)C(=O)N[C@@H](CCCN=C(N)N)C(=O)N[C@@H](CC(C)C)C(=O)N[C@@H](Cc1ccccc1)C(=O)N[C@H](C(=O)O)C(C)C
→ -8%, -4%, 4%
CCOC(OCC)P(=O)(O)CCCNCc1ccc(Cl)c(Cl)c1
→ 12%[24.8 µM], -5%, 2%
C[C@]12C[C@@](C)(C=C1/C=C/c1ccc(C(F)(F)F)cc1)C(=O)C[C@H]2c1ccc(C(F)(F)F)cc1
→ 11%, 0%, 0%
O=C1[C@H]2[C@H]3[C@H](O)[C@H](O)C/C(=N/OCc4ccccc4)[C@H]3CC[C@@H]2C(=O)N1c1cccc(Oc2ccccc2)c1
→ -10%[11.7 µM], -11%[10 µM], 8%[10 µM]
O=c1cc(-c2ccc(O)cc2O)oc2ccccc12
→ -3%[24.8 µM], -10%, 15%
CC1CC=CC2C1C(=O)N(Cc1ccccc1)C2c1ccoc1 (configuration not stated)
→ 4%, 5%, -19%
Cc1nc2ccccc2oc1=O
→ -1%, -3%, -4%
O=C(c1ccncc1)N1CCC[C@@]2(CCN(c3ccncc3)C2)C1
→ -3%, -6%, 6%
COc1ccc([C@@H]2CC(=O)c3c(O)cc(O[C@@H]4O[C@H](CO[C@@H]5O[C@@H](C)[C@H](O)[C@@H](O)[C@H]5O)[C@@H](O)[C@H](O)[C@H]4O)cc3O2)cc1
→ -1%, -2%, -10%
C=CCOC(=O)C(C(C)=O)C(NC(=O)OC)c1ccccc1 (configuration not stated)
→ -25%[11.7 µM], 5%[10 µM], 22%[10 µM]
Nc1nc2c(c(=O)[nH]1)N=C(CNc1ccc(C(=O)NC(CCC(=O)O)C(=O)O)cc1)CN2 (configuration not stated)
→ -6%[24.8 µM], -1%, 2%
COc1cccc(CS(=O)(=O)c2nnnn2C2CCCCC2)c1
→ -4%, 0%, 1%
Cc1cc(C)c(-c2cc([C@H](C)O/N=C\[C@@H](C)[C@H](OCc3ccccc3)C(C)C)on2)c(C)c1
→ -6%[11.7 µM], -4%[10 µM], 6%[10 µM]
CCNc1ncc2nc(-c3cc(F)cc(F)c3)c(=O)n(-c3ccccc3)c2n1
→ -20%, 0%, 1%
CN1CCN(c2ncc3nc(CCc4ccccc4)c(=O)n(Cc4ccc(F)cc4)c3n2)CC1
→ 20%, -25%, -44%
C#CCCCO/N=C1/[C@H]2O[C@@H]2[C@@H](O)[C@H]2[C@H]1CCn1c(=O)n(C)c(=O)n12
→ 5%[11.7 µM], 5%[10 µM], 3%[10 µM]
O=S(=O)(Nc1cc(O)cc2cccnc12)c1ccc(Br)s1
→ ?, 6.3µM*, 7.9µM*
O=C1OC(OC(=O)c2cccnc2Nc2cccc(C(F)(F)F)c2)c2ccccc21 (configuration not stated)
→ 13%, -3%, 0%
COc1ccc(COC(=O)N/N=C2/C[C@@H](O)[C@@H](O)[C@@H]3[C@@H]4C(=O)N(C[C@@H]5CCCO5)C(=O)[C@H]4CC[C@@H]23)cc1
→ 2%[11.7 µM], -2%[10 µM], -2%[10 µM]
N#Cc1cccc(-c2ccc3ncnc(NCc4cccs4)c3c2)c1
→ -7%, ?, ?
Cc1cnc(CNc2cc(-c3ccccc3CN(C)C)ncn2)cn1
→ 4%, 1%, -9%
CCCCCC(O)/C=C/C=C\CCCCCCCC(=O)O (configuration not stated)
→ 3%, -5%, -34%
COc1cccc(Cn2c(=O)c(CCc3ccccc3)nc3cnc(N(C)C)nc32)c1
→ 14%, -8%, -31%

Screening results from PubChem BioAssay.
